BRCA1 expr act – activators of BRCA1 expression. AID 624202. MCF7-BRCA1-FFLuc reporter, luminescence, 48 h; response scale: scaled: vehicle 0%, 10 µM genistein 100%. Potency, µM (highest dose often 46.1 µM), for the others: top-dose activation, hits mostly activators. actives 1.1% (n = 380,000); note: potency is the fitted concentration of half-maximal effect; nearly all actives have a fitted effect of over 80% in size; some results filed as inactive show a strong effect at the top dose
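Luminescence from a BRCA1-driven firefly luciferase in MCF7 cells was read after 48 h compound exposure at 37 C. Data normalized against DMSO and a 10microM genistein activation control, then curve-fitted across the titration.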
B2AR arrestin – beta2AR (human) beta-arrestin recruitment activity | beta-arrestin recruitment to beta2AR, cell-based reporter | P07550 | Potency, µM (titrated, usually from 46.1 µM), inactives show at the highest dose activation, hits mostly activators | actives 0.02% (n = 330,000);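 note: potency is the fitted concentration of half-maximal effect; 0% = DMSO controls and full agonism = EC100 isoproterenol or metaproterenol; nearly all actives have a fitted effect of over 65% in size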
Target sequence (P07550 whole entry, looked up): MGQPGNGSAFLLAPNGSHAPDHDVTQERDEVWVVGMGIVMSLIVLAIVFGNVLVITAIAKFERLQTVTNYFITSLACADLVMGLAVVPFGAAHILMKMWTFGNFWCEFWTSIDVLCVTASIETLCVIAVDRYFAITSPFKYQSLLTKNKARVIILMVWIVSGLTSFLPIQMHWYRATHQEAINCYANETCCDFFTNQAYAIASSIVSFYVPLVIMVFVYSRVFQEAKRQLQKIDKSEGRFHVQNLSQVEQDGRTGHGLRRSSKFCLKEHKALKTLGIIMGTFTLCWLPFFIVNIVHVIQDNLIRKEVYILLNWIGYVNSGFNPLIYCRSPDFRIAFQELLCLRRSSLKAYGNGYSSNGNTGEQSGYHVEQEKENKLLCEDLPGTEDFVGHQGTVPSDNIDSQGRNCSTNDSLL
ELG1 repair inh – blocks ELG1-dependent DNA repair in HEK293T cells. AID 504467. HEK293T ELG1-luciferase reporter, luminescence, 16 h; DNA damage induced by 5-fluorouridine. actives 2.3% (n = 330,000). Potency, µM (series often up to 46.1 µM), without a hit: at the top dose activity change, negative = inhibition, most hits filed as inhibitors; note: potency is the fitted concentration of half-maximal effect; % is set by controls: 0 for no effect and ±100 for the full control effect; nearly all actives have a fitted effect of over 55% in size
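Step one: seed 2,000 cells per well. Step two: pin-transfer compound or DMSO alongside 5-fluorouridine. Step three: incubate 16 hr, 37 °C, 5% CO2. Step four: add ONE-Glo, wait 30 min, read luminescence.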
A-T KAP1 phos – potential ataxia-telangiectasia treatments restoring KAP-1 phosphorylation | […] A-T fibroblasts, KAP-1 phosphorylation AlphaLISA; neocarzinostatin DNA damage 30 min before lysis | actives 0.19% (n = 320,000) | AID 485349 | Potency, µM (top dose mostly 57.5 µM), for inactives: at the highest dose activation, most hits filed as activators; note: potency is the fitted concentration of half-maximal effect; % of control where 0% means no effect; nearly all actives have a fitted effect of over 45% in size
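hTERT-immortalized A-T patient fibroblasts ([…]), 500 cells/well in OPTI-MEM, 1% FBS, got compounds for 60 min, then NCS for 30 min at 37C. Lysates were then assayed for phospho-KAP-1 by AlphaLISA (anti-pKAP1 donor, anti-KAP1 acceptor beads), 6 hr at 25C.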
TRPV1 ag – human TRPV1 agonism | activation, % at 8.33 µM | AID 540275 | actives 0.19% (n = 320,000) | TRPV1-expressing cells, Fluo-8 calcium influx, agonist mode; in the data active = activation above about 80%; inconclusive = between about 30% and that limit; note: 0% is about no effect
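Cells expressing TRPV1 were dye-loaded with Fluo-8 and read kinetically: 10 s baseline, 3 min after compound (agonist portion), then 2 min after EC20 capsaicin (allosteric enhancer portion). Calcium-bound dye fluorescence at 480/520 nm.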
MLL CXXC-DNA inh – MLL CXXC-DNA interaction inhibition; MLL-CXXC / FITC-HOXA9 DNA fluorescence polarization; Potency, µM (titrated, usually from 115 µM), without a hit: top-dose activity change, negative = inhibition, actives largely listed as inhibitors; Q03164; actives 0.037% (n = 290,000); active = well fitted inhibition curve with a large enough effect in the polarisation, with a control signal flat, not every such curve was filed as active; inconclusive = small, poorly fitted or top-dose-only effect, or effect the other way, or a change in a side signal; inactive = no such curve, though single readings can be large or run the other way; the % refers to the polarisation; note: potency is the fitted concentration of half-maximal effect
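Steps: dispense CXXC domain solution (7 uM) → pin compounds or unlabeled HOX-A9 DNA control → 5 min ambient → add FLSN-HOX-A9 solution (50 nM) → spin → 30 min ambient → fluorescence polarization. Tris pH 7.5/NaCl/DTT/BSA buffer.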
p53 reactivator – mutant p53 re-activation in reporter cells; H1299 p53-A138V BP100-luciferase reporter, luminescence, 24 h; Potency, µM (titrated, usually from 92.2 µM), inactives show at the highest dose activity change, positive = activation, usual class: activators; actives 0.063% (n = 320,000); AID 504706; note: potency is the fitted concentration of half-maximal effect; % of control where 0% means no effect; nearly all actives have a fitted effect of over 45% in size
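H1299 (p53-null), stable ts p53-A138V + BP100-Luc; 1000 cells/well, Opti-MEM/10% FBS; cpd 4 pt, 1:5; 24 h, 37 deg C, 5% CO2; detection reagent 10 min RT; luminescence.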
TCR activator – activates T cell receptor signaling; primary human leukocytes, anti-CD3, IL-2 HTRF, 48 h; 330,000 tested, under 10 active; Potency, µM (top dose mostly 9.22 µM), inactives show at the highest dose activation of IL-2 secretion, most hits filed as activators; AID 504894; note: % of control where 0% means no effect
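Primary human leukocytes incubated 48 hr with anti-CD3 beads plus compound, without co-stimulation. Secreted IL-2 measured by HTRF (europium cryptate/d2 anti-IL-2 pair, 320 nm excitation, 665 nm emission).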
Integrin act MD – activates integrin-mediated alleviation for muscular dystrophy | alpha7betagal myoblasts, beta-gal FDG fluorescence, 48 h | Potency, µM (doses to about 38.3 µM), inactives show at the top dose activation, actives largely listed as activators | actives 0.064% (n = 350,000) | AID 624291;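 note: potency is the fitted concentration of half-maximal effect; 100% = response of the positive control SU9516; nearly all actives have a fitted effect of over 60% in size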
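Alpha7betagal+/- myoblasts (passage 13) were plated 16-24 hr, then exposed to compounds (1:260 dilution of DMSO stock) for 48 hours at 37C. After MPER lysis, β-galactosidase reporter activity was read as FDG fluorescence (ex 480/em 540) after 30 minutes.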
PTAP TSG101 blk – blocks PTAP/TSG101 interaction to inhibit HIV-1 budding | Potency, µM (series often up to 115 µM), inactives show top-dose activity change, negative = inhibition, hits mostly inhibitors | Q99816 | Fluorescence polarization, FITC-PTAP peptide / Tsg101 binding | AID 493005 | 340,000 tested, under 10 active; active = well fitted inhibition curve with a large enough effect in the main read-out, with a control signal flat, not every such curve was filed as active; inconclusive = small, poorly fitted or top-dose-only effect, or effect the other way, or a change in a side signal; inactive = no such curve, though single readings can be large or run the other way; note: potency is the fitted concentration of half-maximal effect; % of control where 0% means no effect
Target sequence (Q99816 whole entry, looked up): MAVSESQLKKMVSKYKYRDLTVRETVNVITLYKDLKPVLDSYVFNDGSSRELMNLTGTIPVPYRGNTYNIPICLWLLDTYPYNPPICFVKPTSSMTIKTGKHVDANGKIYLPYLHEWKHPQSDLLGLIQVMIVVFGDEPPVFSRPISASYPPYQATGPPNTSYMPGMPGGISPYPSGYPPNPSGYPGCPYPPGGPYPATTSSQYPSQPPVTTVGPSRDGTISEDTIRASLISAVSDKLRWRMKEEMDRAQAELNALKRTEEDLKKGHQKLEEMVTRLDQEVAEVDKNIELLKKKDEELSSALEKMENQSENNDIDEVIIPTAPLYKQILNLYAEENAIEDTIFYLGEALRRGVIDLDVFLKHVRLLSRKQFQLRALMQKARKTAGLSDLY
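FP read-out: FITC-PTAP peptide, 50 nM final, binding Tsg101 binding domain, 10 uM final; 20 min, r.t.; 10 mM HEPES pH 7.5, 0.15 M NaCl, 0.01% Tween 20, 3 mM EDTA, 0.1 mM TCEP.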
* marks the source's active call; other numbers are inactive results; ? = inconclusive; / = no result given; & = joins results of further samples; [ ] = another dose, or the depositor's remark. Unless noted, calls come from the whole dose curve; as a rule, active = well fitted curve in the direction sought with a large enough effect; inconclusive = small, poorly fitted or top-dose-only effect, or another doubt; inactive = no such curve, though single readings can be large; an effect the other way counts as inactive or inconclusive.

cpd | smiles | BRCA1 expr act | B2AR arrestin | ELG1 repair inh | A-T KAP1 phos | TRPV1 ag
1 | COCc1cc(C)nc2sc(C(=O)NCCO)c(-n3cccc3)c12 | -37% | -0.1% | -7% | -2% | -5
2 | COC(CNC(=O)c1ccc2c(c1)ncn2-c1ccc(F)c(F)c1)OC | 2% | 0.6% | 27% | -4% | 2
3 | COc1ccc2c(c1)c(=O)c(C(=O)c1ccccc1)cn2Cc1ccc(C)cc1 | -23% | ? | ? | -1% | 0
4 | CC(C)C(=O)N1CCN(c2ccc(NC(=O)c3ccc([N+](=O)[O-])o3)cc2Cl)CC1 | -76% | 0.1% | -1% | 2% | 21
5 | CCN1/C(=C2\C(=O)N(C)C(=S)N2C)C=Cc2cc(C)ccc21 | -4% | -0.7% | -6% | -13% | 1
6 | COCCN=C1Sc2nc3c(C)cccc3cc2CN1Cc1ccco1 | -20% | -0.3% | -35% | -4% | 14
7 | C=CCn1c(NCCO)nc2sc3c(c2c1=O)CCC3 | 14% | 0.2% | -3% | 4% | 0
8 | CCn1c(SCC(=O)Nc2cc(C)on2)nnc1-c1ccc(S(=O)(=O)N2CCN(C)CC2)cc1 | 11% | 0.4% | 6% | -2% | 1
9 | COc1ccc(-c2noc(-c3cccnc3)n2)cc1OC | 7.9µM* | -0.2% | ? | 0% | -1
10 | CCOCCNC(=O)c1ccc2c3c(cccc13)CC2 | 43% | -0.8% | ? | / | -8
11 | N#CC1=C(N)C(C#N)(C#N)[C@H](c2c(F)cccc2F)[C@H]2CC3(CC=C12)OCCO3 | -78% | 0.1% | ? | / | 4
12 | CCOC(=O)N1CCN(C(=O)CNC(=O)c2ccc(Br)cc2)CC1 | -18% | -0.2% | 4% | 8% | 1
13 | COc1ccc(Cl)cc1NC(=O)CN1CCC(n2nnc3cc(F)ccc32)CC1 | -22% | -0.6% | -6% | -5% | -1
14 | Cc1ccc(C(=O)Nc2cccc(C(O)c3ccccc3)c2)cc1 (stereo not given) | -1% | / | / | / | /
15 | C[C@@H](NC(=O)c1[nH]cnc1C(=O)Nc1ccon1)c1ccccc1 | -3% | -0.5% | 1% | -1% | 25

cpd | MLL CXXC-DNA inh | p53 reactivator | TCR activator | Integrin act MD | PTAP TSG101 blk
1 | 9% | -2% | -3% | -18% | -9%
2 | 2% | 2% | -11% | 31% | -1%
3 | 2% | -9% | -6% | -4% | -3%
4 | 27% | 0% | 0% | -71%[inhibitor] | 0%
5 | 11% | -6% | 5%[46.1 µM] | -25% | -1%
6 | -15% | 0% | -9% | -27% | -8%
7 | 5% | -4% | 6% | 4% | -3%
8 | -5% | 3% | -2% | -10% | 1%
9 | -5% | 15% | 2% | -5% | -5%
10 | 5% | 2% | 6% | -12% | -4%
11 | -2% | -48%[inhibitor] | 4% | -1%[7.66 µM] | -13%
12 | 7% | 5% | -2% | -3% | -3%
13 | 4% | -1% | -2% | 15% | 0%
14 | / | / | 4% | -7% | -4%
15 | / | -1% | -11% | 7% | -6%

More compounds.
cpd | smiles | BRCA1 expr act | B2AR arrestin | ELG1 repair inh | A-T KAP1 phos | TRPV1 ag
16 | COc1ccc(C(=O)OCC(=O)NC2CCCC2)c(OC)c1OC | -15% | 0.5% | ? | -13% | 0
17 | Cc1noc(C)c1COc1cccc(C(=O)Nc2ccc(C#N)cc2)c1 | -37% | 0.1% | ? | -1% | 1
18 | Cc1ccc(Cl)cc1NC1=C/C(=N\S(=O)(=O)c2cccs2)c2ccccc2C1=O | -100%&-102%[inhibitor] | -3.4% | 5.2µM* | / | -1
19 | CC(C)CCn1nnnc1C(c1ccc(F)cc1)N1CCN(C(=O)c2ccco2)CC1 (stereo not given) | -16% | 0.1% | -5% | 12% | 10
20 | Cc1cc(C)c2c3c(sc2n1)C1(CCSCC1)C(C#N)=C(N)O3 | -49% | -0.7% | ? | -6% | ?
21 | CCCCc1nc2ccccc2c(NC(=O)CN2CCN(C)CC2)c1CCC | -35% | -0.8% | -16% | 0% | 2
22 | CC(C)n1nnnc1SCC(=O)NCc1ccc2c(c1)OCO2 | 44% | 0.0% | 5% | -2% | 1
23 | CC(=O)Nc1ccc(S(=O)(=O)N(CCCN2CCOCC2)Cc2cccs2)cc1 | -2% | 0.3% | 12% | 0% | -2
24 | CCN1C(=O)[C@@H]2[C@@H](c3ccc(SC4CCCCC4)cc3)N3CCCC[C@@]3(C(=O)OC)[C@@H]2C1=O | -39% | -2.1% | 17% | 9% | 8
25 | CN(/N=C/C=C/c1ccccc1)C1=NS(=O)(=O)c2ccccc21 | -21% | -1.0% | -6% | 4% | -2
26 | COc1ccccc1NC(=O)Cc1c(F)cccc1Cl | -26% | -0.6% | 6% | 2% | 7
27 | CCn1cc(Cl)c(C(=O)Nc2nc3ccccc3n2CCN2CCCCC2)n1 | -4% | 4.6% | -6% | 13µM* | /
28 | NC(=S)NN=Cc1nccc2ccccc12 | -45% | / | / | / | /
29 | CC(n1cnnn1)C12CC3CC(CC(C3)C1)C2 (stereo not given) | -1% | 0.2% | 6% | 3% | 2
30 | COc1ccc(CNC(=O)CSc2nnnn2Cc2ccccc2)cc1 | -44% | 0.1% | ? | 4% | 9

cpd | MLL CXXC-DNA inh | p53 reactivator | TCR activator | Integrin act MD | PTAP TSG101 blk
16 | -2% | 0% | -4% | 24% | -5%
17 | -1% | -16% | 4% | -1% | -1%
18 | -13% | -15% | -1%&2% | -66%[inhibitor] | -1%&-2%
19 | 2% | 1% | 1% | 4% | -5%
20 | -9% | 13% | 1% | -76%[inhibitor] | -2%
21 | -1% | 0% | 1%[46.1 µM] | -38%[inhibitor] | 2%
22 | 8% | 2% | 6% | 10% | -10%
23 | -6% | 7% | -1% | 17% | -3%
24 | / | -3% | 2% | 7% | 13%
25 | 1% | -3% | -6%[46.1 µM] | ? | 1%
26 | 12% | -11% | -5%[46.1 µM] | 17% | 0%
27 | -5% | 7% | 0% | -3% | 0%
28 | / | / | 8% | -24% | -2%
29 | -4% | -6% | -5% | -5% | -1%
30 | 0% | -4% | 3% | -37% | -8%

Next section, overlapping the part above by 3 compounds.
cpd | smiles | BRCA1 expr act | B2AR arrestin | ELG1 repair inh | A-T KAP1 phos | TRPV1 ag
28 | NC(=S)NN=Cc1nccc2ccccc12 | -45% | / | / | / | /
29 | CC(n1cnnn1)C12CC3CC(CC(C3)C1)C2 (stereo not given) | -1% | 0.2% | 6% | 3% | 2
30 | COc1ccc(CNC(=O)CSc2nnnn2Cc2ccccc2)cc1 | -44% | 0.1% | ? | 4% | 9
31 | Cc1ccc2c(C(=O)CN3CCCCC3)c(C)[nH]c2c1 | -33% | 0.1% | -22% | 3% | -4
32 | O=C([C@@H]1CCCN1C(=O)c1cccs1)N1CCN(S(=O)(=O)c2cccc(F)c2)CC1 | 0% | 0.4% | 7% | -9% | 1
33 | COc1cc(OC)c(-c2nc3ccccc3s2)cc1OC | -58% | 0.2% | ? | 10% | 5
34 | O=C(CCc1nnc2n(Cc3ccccc3Cl)c(=O)c3ccccc3n12)NCCCN1CCOCC1 | -8% | -1.5% | 15% | 2% | 0
35 | COCCn1c(=N)c(C(=O)NCc2ccco2)cc2c(=O)n3cc(C)ccc3nc21 | 15%&8% | 0.0% | 5% | -2% | 8
36 | Fc1cccc(Nc2nc3ccccc3n3cnnc23)c1 | -48% | 0.0% | 2% | 4% | 3
37 | O=C(Cc1cccs1)Nc1ccc(-c2nc3ccccc3[nH]2)cc1 | 5.6µM* | -1.1% | ? | 0% | -1
38 | COC(=O)c1ccc(C(=O)OC)c(NC(=S)N2CCN(c3cccc(Cl)c3)CC2)c1 | -31% | 1.3% | -10% | -4% | 0

cpd | MLL CXXC-DNA inh | p53 reactivator | TCR activator | Integrin act MD | PTAP TSG101 blk
28 | / | / | 8% | -24% | -2%
29 | -4% | -6% | -5% | -5% | -1%
30 | 0% | -4% | 3% | -37% | -8%
31 | 17% | -5% | 0% | 16% | -4%
32 | / | -6% | -3% | 10% | -6%
33 | -2% | 0% | 1% | -14% | -3%
34 | 7% | 13% | 6% | -1% | -2%
35 | 1% | 0% | / | -6% | -5%
36 | 9% | 0% | 1% | ? | -2%
37 | 51%[activator] | 19% | 1% | -14% | 0%
38 | 5% | -4% | 0%[46.1 µM] | -30% | 0%

A few values from the entries so far:
Value for entry 34 under Integrin act MD: -1%
Value for entry 38 under PTAP TSG101 blk: 0%
Value for entry 33 under A-T KAP1 phos: 10%
Value for entry 32 under TRPV1 ag: 1
Value for entry 37 under TRPV1 ag: -1

Compound activity as filed in PubChem.

This is a random part of the collection. About 3.8% of those tested had a hit in this group.
